# TRHR enhancer = allosteric enhancers of human TRH receptor | TRHR cells, fluo-8 calcium fluorescence, EC20 TRH enhancement | enhancement, % at 2 µM | hit rate 0.66% among 360,000; in the data active = enhancement above about 30%; also: 0% is about no effect
#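 Enhancer read-out: after compound pinning and an initial kinetic agonist-mode read, an EC20 of TRH (10 nM final) was injected and fluo-8 calcium signal (Ex 480/Em 530) followed at 1 s/cycle for 100 cycles in TRHR-expressing cells.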
# TRHR agonist = TRH receptor (human) agonism | P34981 | TRHR cells, calcium flux fluo-8, FDSS agonist mode | activation, % at 2 µM | hit rate 0.18% among 360,000; in the data active = activation above about 30%; also: 0% is about no effect
#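 In this calcium-flux screen, cells bearing human TRHR are dye-loaded with fluo-8, baselined for 10 cycles, then exposed to library compounds; positive kinetic calcium responses during the agonist phase mark hits, with TRH as control.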
# D1 PAM = enhances dopamine response at the human D1 receptor; P21728; HEK293 TREx D1 cells, calcium flux, dopamine EC20 potentiation; potentiation, % at 10 µM; hit rate 0.036% among 360,000; in the data active = potentiation above about 30%; also: 0% is about no effect
# Target sequence (P21728 whole entry, looked up): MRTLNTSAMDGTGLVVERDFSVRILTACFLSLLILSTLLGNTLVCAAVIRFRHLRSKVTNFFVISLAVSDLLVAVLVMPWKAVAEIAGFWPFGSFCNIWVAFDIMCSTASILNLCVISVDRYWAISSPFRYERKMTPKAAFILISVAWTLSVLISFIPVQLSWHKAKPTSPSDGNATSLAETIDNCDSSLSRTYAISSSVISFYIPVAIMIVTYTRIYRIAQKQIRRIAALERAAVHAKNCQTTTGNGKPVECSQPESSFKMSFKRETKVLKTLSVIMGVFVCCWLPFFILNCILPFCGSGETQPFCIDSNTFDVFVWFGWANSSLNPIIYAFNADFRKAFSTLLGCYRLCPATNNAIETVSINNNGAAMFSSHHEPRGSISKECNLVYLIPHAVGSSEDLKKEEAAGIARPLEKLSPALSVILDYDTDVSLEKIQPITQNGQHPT
# RXFP1 antag = antagonists of human relaxin receptor RXFP1; Q9HBX9; HEK293-RXFP1, relaxin-stimulated cAMP HTRF, 30 min; stronger effect = lower value; activity change, negative = inhibition, % at 57.5 µM; hit rate 0.59% among 350,000; AID 1259400;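 active = activity change of -60% or lower, but not beyond a set lower limit; inconclusive = change between -60% and -40%, or beyond the set limit; inactive = change above -40%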; also: % is scaled to controls: 0 for no effect and ±100 for the full control effect
# D1 antagonist = blocks dopamine activation of the human D1 receptor; P21728; activity change, negative = inhibition, % at 10 µM; AID 504652; hit rate 3.2% among 360,000; HEK293 TREx D1 cells, calcium flux, dopamine EC80; stronger effect = lower value; in the data active = activity change below about -30%; also: % is scaled to controls: 0 for no effect and ±100 for the full control effect
#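 Tetracycline-induced HEK293 Trex D1 cells, force-coupled to calcium, dye-loaded; compounds added and read 180 s, then EC80 dopamine added and calcium flux tracked kinetically another 180 s.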
# Apoferritin bind = binds horse apoferritin like a general anesthetic; apoferritin/1-aminoanthracene competitive binding, fluorescence; Potency, µM (doses to about 77.5 µM), without a hit: top-dose activity change, negative = displacement, most hits filed as inhibitors; hit rate 0.074% among 350,000; AID 485281; also: potency is read from the fitted curve at half-maximal effect; % is scaled to controls: 0 for no effect and ±100 for the full control effect; nearly all actives have a fitted effect of over 20% in size
# Target sequence (P02791 2-175 limits assumed): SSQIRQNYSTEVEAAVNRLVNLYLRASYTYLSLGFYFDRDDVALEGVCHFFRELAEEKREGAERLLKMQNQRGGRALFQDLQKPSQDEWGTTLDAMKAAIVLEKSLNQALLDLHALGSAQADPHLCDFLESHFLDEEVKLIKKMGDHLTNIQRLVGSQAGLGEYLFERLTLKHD
#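 Steps: apoferritin (10 uM) was premixed with half-saturated 1-AMA in PBS, compounds were pin-transferred, plates stood 10 min at room temperature, fluorescence was read at 380/535 nm, and curves were fitted with a Hill equation.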
# RXFP1 ag = agonists of human relaxin receptor RXFP1. Q9HBX9. HEK293T-RXFP1 cAMP TR-FRET, 30 min; response scale: percent of porcine relaxin response, buffer zero. Potency, µM (top dose mostly 57.5 µM), for inactives: at the top dose activation, usual class: activators. hit rate 0.3% among 370,000. AID 2676; also: potency is read from the fitted curve at half-maximal effect; % is scaled to controls: 0 for no effect and ±100 for the full control effect; nearly all actives have a fitted effect of over 60% in size; many of its hits are not listed in these tables
#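 cAMP rise read by TR-FRET after 30 min, 37C compound exposure (up to 58 uM) in RXFP1-transfected HEK293 cells with Ro 20174 present. EC50 from Hill-equation fits, with 29 nM porcine relaxin as 100% and buffer as basal.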
# D1 agonist = agonists of human D1 dopamine receptor; P21728; HEK293 T-REx D1 cells, calcium flux, agonist mode; activation, % at 2 µM; hit rate 1% among 360,000; AID 504660; in the data active = activation above about 30%; also: 0% is about no effect
#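 Agonism was scored from calcium flux recorded over 180 s (1 read/s) after pintool compound addition, following a 10-cycle baseline. Cells were inducible force-coupled HEK293 TREx D1, plated overnight at 30 C and loaded with no-wash calcium dye.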
# D2 PAM = D2 dopamine receptor (human) potentiation. P14416. HEK293 T-REx D2, calcium flux, EC20 dopamine potentiation. potentiation, % at 10 µM. hit rate 0.34% among 340,000. AID 485347;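 active = potentiation over 3 SD above the plate norm, cut at about 30% in these data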; also: 0% is about no effect
# Target sequence (P14416 whole entry, looked up): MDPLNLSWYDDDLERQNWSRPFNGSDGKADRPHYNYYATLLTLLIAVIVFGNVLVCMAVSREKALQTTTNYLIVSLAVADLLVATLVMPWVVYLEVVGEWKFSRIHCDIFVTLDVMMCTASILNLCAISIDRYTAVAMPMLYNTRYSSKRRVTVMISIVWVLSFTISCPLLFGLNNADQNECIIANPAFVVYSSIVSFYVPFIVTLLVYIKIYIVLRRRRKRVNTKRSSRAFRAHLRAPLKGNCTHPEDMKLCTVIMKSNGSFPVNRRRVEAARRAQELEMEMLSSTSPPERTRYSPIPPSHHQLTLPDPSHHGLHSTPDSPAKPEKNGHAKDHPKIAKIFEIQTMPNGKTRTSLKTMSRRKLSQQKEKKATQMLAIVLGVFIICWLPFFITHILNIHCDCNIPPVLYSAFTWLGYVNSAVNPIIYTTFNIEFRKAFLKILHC
#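 Calcium flux readout, no-wash dye, 1 read/s. Inducible HEK293 Trex D2 line, overnight 30 C. Compound alone 180 s (agonist flags), then EC20 dopamine, another 180 s to score potentiation.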
# Starred values were filed as active, the others as inactive; ? = inconclusive; / = not tested or not shown; [ ] = remark or other dose. Unless noted, calls follow the shape of the dose curve; as a rule, active = well fitted curve in the direction sought with a large enough effect; inconclusive = small, poorly fitted or top-dose-only effect, or another doubt; inactive = no such curve, though single readings can be large; an effect the other way counts as inactive or inconclusive. Not all compounds are listed; the hit share may differ from the screen's.
# Every second line gives: TRHR enhancer, TRHR agonist, D1 PAM, RXFP1 antag, D1 antagonist, Apoferritin bind, RXFP1 ag, D1 agonist, D2 PAM
> Cc1ccc(OCC(=O)NCc2ccccc2)c([N+](=O)[O-])n1
    4, 0.3, -3, -9, 4, -5%, 0.5%, 1, 3
> COC(=O)C(Cc1c[nH]c2ccccc12)NC(=O)c1cncc(Br)c1 (centres undefined)
    8, -1.5, 5, 0, 8, 10%, -2.9%, -1, 3
> c1ccc(-n2c(-c3cccs3)nc3nc4ccccc4nc32)cc1
    3, -0.5, -2, /, -1, 55%[activator], 1.0%, 0, 3
> CCN(CC)c1ccc(C2Nc3ccccc3-c3cc(C)nn32)cc1 (centres undefined)
    8, -0.8, -5, ?, 4, -2%, 1.9%, -1, -9
> Cc1ccc(C(=O)CNc2ccc(Br)cc2)cc1
    0, 0.8, 3, 16, 3, -20%, -0.3%, 2, -4
> COc1ccc(-c2nnc(NC(=O)C3CCCN3S(=O)(=O)c3cccs3)o2)cc1 (centres undefined)
    5, -0.2, -5, -15, 25, /, 0.8%, 1, -8
> COc1ccc(C)cc1-n1nnnc1SCC(=O)N1CCC(C(=O)Nc2nccs2)CC1
    8, -0.4, 0, -16, 2, -11%, 2.5%, 2, -2
> CCCCn1c(N)c(N(CCOC)C(=O)CSc2nnc(-c3ccc(C(C)(C)C)cc3)n2N)c(=O)[nH]c1=O
    4, 0.2, -4, -13, -9, /, -0.5%, 3, 13
> O=C(CN1C(=O)C2CCc3[nH]c4ccccc4c3C2C1=O)N1CCCC1 (centres undefined)
    -4, -0.5, -4, -11, 7, ?, -1.1%, 0, -10
> O=C1Nc2ncccc2OC1CCO (centres undefined)
    -1, -0.3, 1, 6, 0, 3%, 0.5%, 1, 3
> CC1(C(=O)Nc2cccc(C(F)(F)F)c2)CO1 (centres undefined)
    -3, 0.1, -2, /, 3, -17%, 1.1%, 2, -4
> CCOc1ccc(-c2nc(S(=O)(=O)c3ccccc3)c(N3CCOCC3)o2)cc1
    2, 0.2, -4, -5, 20, -8%, 0.5%, 1, 7
> Cc1c(Cl)cccc1NC(=O)Nc1ccn(C)n1
    -2, 0.3, -8, 4, -3, -9%, 0.8%, -2, -11
> Cc1nc(C)c(CC(=O)N2CCc3c([nH]c4ccccc34)C2c2ccccn2)s1 (centres undefined)
    25, 1.1, 0, -75*, -17, 6%, 1.1%, 1, -17
> Cc1cc(NC(=O)CSc2nc3cc(C(=O)NCCCOC(C)C)ccc3c(=O)n2Cc2ccco2)no1
    -2, -3.3, -3, 4, 1, -6%, -0.7%, 1, 19
> CC(C)c1ccc(OCC(=O)NNC(=S)NC(=O)c2cccs2)c(Br)c1
    -2, 0.2, -8, -14, 16, -7%, 0.7%, -1, -4
> CN(C)S(=O)(=O)c1cccc(NC(=O)CSc2cccc3cccnc23)c1
    -1, 0.0, -7, -1, -6, -6%, 2.1%, 10, -3
> Cc1nc2ccc(NC(=O)NCCO)cc2s1
    1, 0.1, -5, 0, -13, -10%, 0.8%, 1, -3
> CCOc1ccc(S(=O)(=O)NCCCN2CCOCC2)c2ccccc12
    0, 0.3, -9, 3, 11, -10%, 1.5%, 3, -2
> Cc1cc(NC(=O)c2cc(-c3cccs3)on2)nn1Cc1ccc(Cl)cc1
    0, -1.2, 1, -5, -1, -23%, 1.4%, 4, 1
> CC(C)(C)[C@@H]1C=C(C(=O)N2CCOCC2)O[C@H](OCc2ccc(CO)cc2)C1
    0, 0.1, 0, /, -9, -4%, -1.4%, -1, 2
> CCOc1ccc2nc(NCCCO)[nH]c2c1
    -11, 0.0, 0, -4, -6, -8%, -0.3%, -1, 2
> CN1/C(=C\C(=O)COC(=O)c2nccnc2N)C(C)(C)c2ccccc21
    -3, 1.3, -15, -7, -24, /, 3.7%, 9, -4
> COc1ccccc1S(=O)(=O)Cc1ccc(C(=O)NC(C)c2ccc3c(c2)OCCO3)o1 (centres undefined)
    5, -0.4, -5, -2, -8, -14%, 0.1%, 2, 1
> Cc1ccc(O)c(C2=NNC(O)(C(F)(F)F)C2)c1 (centres undefined)
    5, 0.3, 1, 1, -12, ?, -3.8%, 2, 10
> COC(=O)Nc1sccc1C(=O)Nc1sccc1C(=O)OC
    -2, 0.7, -6, -16, -3, 3%, 15%, 1, 3
> O=C(Nc1ccc(Cl)cc1)[C@@H]1[C@@H]2C(=O)N(c3ccc4ccccc4c3)C(=O)[C@@H]2[C@H]2C=CC=NN21
    -10, -0.7, -2, -36, /, -23%, -0.3%, -2, 6
> O=C(Cc1ccccc1)NNS(=O)(=O)c1ccccc1[N+](=O)[O-]
    9, -0.2, -3, 7, 0, -4%, -2.1%, -3, 9
> CCOc1ccccc1NC(=O)Nc1ccsc1C(=O)OC
    1, -0.2, 3, 3, 12, -13%, 3.5%, 2, /
> COc1ccc(C2(C(=O)NCC3CCCO3)CCOCC2)cc1 (centres undefined)
    5, 0.8, -2, 5, -7, -6%, 3.2%, 2, -7

# 3 of these compounds, set out differently:
TRHR enhancer,TRHR agonist,D1 PAM,RXFP1 antag,D1 antagonist,Apoferritin bind,RXFP1 ag,D1 agonist,D2 PAM,mol
4,0.2,-4,-13,-9,/,-0.5%,3,13,CCCCn1c(N)c(N(CCOC)C(=O)CSc2nnc(-c3ccc(C(C)(C)C)cc3)n2N)c(=O)[nH]c1=O
-4,-0.5,-4,-11,7,?,-1.1%,0,-10,O=C(CN1C(=O)C2CCc3[nH]c4ccccc4c3C2C1=O)N1CCCC1 (centres undefined)
-1,-0.3,1,6,0,3%,0.5%,1,3,O=C1Nc2ncccc2OC1CCO (centres undefined)

# Other results.
# Every second line gives: TRHR enhancer, TRHR agonist, D1 PAM, RXFP1 antag, D1 antagonist, Apoferritin bind, RXFP1 ag, D1 agonist, D2 PAM
> Nc1cc2c(cc1[N+](=O)[O-])OCO2
    2, 0.2, -7, -2, 4, -10%, -1.1%, 4, 6
> Cc1ccc(-n2nc3c(=O)n(C(C)C(=O)NC4CC4)nc(C)c3c2C)cc1 (centres undefined)
    23, -1.9, -1, -2, 6, -8%, -0.9%, 0, 0
> CCOC1OC(=O)C(Cl)=C1Nc1cc(C)ccc1C (centres undefined)
    -5, -1.5, -4, -16, -3, -9%, -0.5%, 1, /
> O=C(CC1NCCNC1=O)Nc1ccc([N+](=O)[O-])cc1 (centres undefined)
    -2, 0.2, 2, -2, 2, -8%, 0.5%, 1, -6
> O=C(O)COCC(=O)NCc1csc2ccc(Cl)cc12
    10, -0.3, 0, 2, -6, -6%, 2.3%, 3, 7
> CCCC1=C(C(=O)OCC)C(c2ccc(O)cc2)n2ncnc2N1 (centres undefined)
    0, -0.2, 12, -4, -5, 4%, 0.3%, 3, 3
> CCN(CC)C(=O)Cn1c(=O)n(-c2ccccc2)c(=O)n1CC(=O)N(CC)CC
    -1, 0.5, 0, 15, -7, -4%, 2.4%, 6, -8
> CCN(CC)S(=O)(=O)c1ccc(/C=C/C(=O)Nc2cccc(F)c2)cc1
    3, 0.9, 4, -16, -5, -18%, 0.5%, 5, /
> O=[S+]([O-])(c1c(F)cccc1F)N1CCN([S+](=O)([O-])c2c(F)c(F)c(F)c(F)c2F)CC1
    3, -1.3, 5, /, 4, /, /, 2, /
> O=C(Cn1cnc2c(cnn2-c2ccc(Cl)cc2)c1=O)N1CCN(c2ccccc2)CC1
    30, -0.3, -8, -24, -32*, -9%, 1.4%, 2, -5
> O=C(c1ccc(N2CCN(S(=O)(=O)c3ccccc3)CC2)c([N+](=O)[O-])c1)N1CCOCC1
    0, -0.2, -3, -11, -7, -2%, 5.7%, 4, -3
> COC(=O)Nc1ccc(S(=O)(=O)N2CCCCC2C(=O)NCc2ccco2)cc1 (centres undefined)
    6, -0.5, 1, 6, 6, -7%, 0.5%, 0, 1
> C=CCNc1nc(Nc2ccc([N+](=O)[O-])cc2)nc(N2CCCC2)n1
    -1, 0.0, -8, -22, 5, -7%, -0.4%, 0, /
> CCOc1ccc(N2C(=O)CS(=O)(=O)C23C(=O)N(Cc2cccc(Cl)c2)c2ccccc23)cc1 (centres undefined)
    -8, 0.7, 3, /, -3, 2%, -1.8%, 5, -7
> CCN(c1ccccc1)c1nc(C#N)nc(N(CC)c2ccccc2)n1
    -9, -0.2, -4, -32, -12, -4%, 0.8%, 2, -12
> CCOc1ccc(C2C(C(=O)c3ccco3)=C(O)C(=O)N2Cc2cccnc2)cc1 (centres undefined)
    7, 1.0, 4, 8, -8, -7%, 20%, 4, -27
> CCN1CC(CN(C)Cc2nc(-c3ccc(C(F)(F)F)cc3)no2)CC1=O (centres undefined)
    -8, 1.8, -2, 3, -10, -18%, -1.0%, 12, -21
> COc1cccc(OCC(O)CN2CCN(C)CC2)c1 (centres undefined)
    2, -1.2, -4, -5, 3, 3%, 2.9%, 3, 6
> COC(=O)c1[nH]c2c(c1C)C(=O)CC(c1cccc(OC)c1)C2 (centres undefined)
    -9, -0.2, -6, -10, -6, 2%, -0.3%, 7, -13
> CN1/C(=C/C=C(C#N)C#N)C=Cc2ccccc21
    -5, 5.5, -6, 0, -21, -10%, -4.8%, 14, 2
> CC(C)(C)C(=O)Nc1ccc2c(c1)-c1cc(NC(=O)C(C)(C)C)ccc1C2
    6, 1.4, -1, 4, -16, -11%, -4.8%, 11, 29
> O=Cc1ccc2ccc3cccnc3c2n1
    -1, 1.5, -1, -37, 12, -6%, 0.6%, 0, -4
> O=C(NCCC1=CCCCC1)C1CCC(=O)N(Cc2ccc(Cl)cc2)C1 (centres undefined)
    -7, -0.5, 0, -17, -7, -10%, -0.3%, -1, -3
> O=C(O)CCC(=O)Nc1ccc(F)cc1
    8, 0.8, 3, -20, -4, -10%, -0.6%, 4, 9
> COc1ccc(CCNC(=O)c2nnn(CC(=O)Nc3ccc(C)cc3C)c2N)cc1OC
    0, -0.8, -3, -6, 12, -12%, 0.8%, 3, -7
> CN(c1ccccc1C(=O)Nc1ccc(S(=O)(=O)N2CCCC2)cc1)S(C)(=O)=O
    -4, 4.7, -3, 0, 13, -7%, 8.8%, 3, 6
> CC1CC(C)CN(C(=O)Cn2c(=O)oc3cc(S(=O)(=O)N4CCCC4)ccc32)C1 (centres undefined)
    -7, -0.4, -4, 13, 0, -5%, 2.2%, 6, 0
> Cc1nn(-c2ccccc2)c(N2CCCC2)c1/C=N/NC(=O)c1cc2ccccc2cc1O
    8, 2.0, -4, 13, -12, 33%[activator], -1.6%, 6, 1
> O=C(Nc1ccn(-c2ccccc2)n1)c1ccc(Cl)cc1
    1, -0.5, -3, -6, -17, 2%, 1.6%, 3, -21
> Cc1ccc2c(c1)[nH]c1c(=O)n(Cc3ccccn3)cnc12
    3, -0.8, -9, 0, 5, -9%, 0.6%, 3, -6

# Compound activity deposited in PubChem by National Center for Advancing Translational Sciences (NCATS).
